# Cneo AK release: causes C. neoformans cell lysis; adenylate kinase release luminescence, 4 h; normalised: neutral wells 0, clomiphene wells 100; lysis activity, % at 15 µM; 0.2% of 360,000 active; AID 651654;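 active = mean lysis activity across replicates of at least 80%, whatever share of replicates individually reach that level; inactive = mean lysis activity below 80%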
#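 Test system: log-phase Cryptococcus neoformans yeast cells; Quantity: yeast cell density of 5 × 10^6 cells/mL; Buffer or medium: YPD; Doses: single compound concentration per well; Timing: 4 h at 37 °C static, read 1 h later; Measured by: AK luminescence; Read-out basis: lysis from increased AK signal; Control set: Clomiphene as positive control.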
# PAX8 inh HTS: inhibitors of PAX8 transcriptional activity in RMG-I cells; AID 652154; RMG-I TPO-luciferase reporter, SteadyGlo, 24 h; inhibition, % at 12.6 µM; 1.2% of 360,000 active;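 active = mean replicate inhibition at least 60% with every replicate also reaching 60%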;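 note: luciferase light reporting Pax8 driven TPO promoter activity; plate controls were median of neutral control wells for no effect and mitoxantrone controls for full effect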
# ARNT TACC3 PPI: disruptors of human ARNT/TACC3 interaction. Q9Y6A5. 0.66% of 390,000 active. AID 623870. inhibition, % at 9.99 µM. AlphaScreen His-ARNT PAS-B/GST-TACC3 binding, luminescence; TACC3 fragment carries E629A point mutation;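 active = mean inhibition of replicates at least 50% and at least half of replicates each reaching 50%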;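 note: 0% = complete ARNT plus TACC3 wells and 100% = ARNT alone without TACC3; many hits fall short of the cut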
# PGC1a acetyl inh: PGC1a acetylation modulation, inhibitor mode; 0.17% of 350,000 active; U2OS PGC1a acetylation, AlphaScreen anti-acetyl-lysine; with virally co-expressed GCN5 acetyltransferase; inhibition, % at 15.6 µM;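 active = every replicate shows inhibition of at least 40%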;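 note: 0% = neutral control wells and 100% = positive control wells; some results beyond the cut were filed as inactive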
# PglD inh: inhibitors of Campylobacter jejuni PglD acetyltransferase; inhibition, % at 12.5 µM; purified PglD enzyme, DTNB colorimetric CoA detection; 0.098% of 360,000 active; AID 602405; in the data active = inhibition above about 16%, passing the limit was not always enough; note: strong numbers were not always called active
# LGR2 inh: blocks bursicon-induced cAMP signaling via Drosophila LGR2. 0.35% of 380,000 active. inhibition, % at 9.99 µM. AID 720647. HEK293 LGR2, CRE-luciferase, bursicon-stimulated, 4 h;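 active = drop in luminescence signal, shown as inhibition above about 50% in the replicate tests, limit read from the data, passing the limit was not always enough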;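 note: agonist challenge used bursicon conditioned medium at about half maximal strength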
# Statin myotox sup: protects C2C12 myotubes from simvastatin toxicity; AID 602340; ATP luminescence, 48 h; scaled: DMSO 0, geranylgeraniol control 100; rescue of ATP level, % at 7.49 µM; 0.78% of 330,000 active;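 active = mean ATP rescue above about 67%, or every replicate alone reaching that limit, limit read from the data, passing the limit was not always enough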;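 note: myotubes were challenged with 10 µM simvastatin during compound exposure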
# GSIS activator: GLuc luminescence reporter in INS-1E cells, primary screen for activators of glucose-dependent secretion of insulin. INS-1E GLuc reporter insulin secretion, 2-3 h. activation, % at 16.6 µM. AID 743287. 0.61% of 370,000 active;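 active = lowest replicate activation of at least 40%, so every replicate reaches that level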;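 note: 0% = median of neutral control wells and 100% = median of IBMX positive control wells; some compounds called inactive have numbers as strong as hits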
# Numbers without * were called inactive; · = no result given; & = joins results of further samples.
SMILES	Cneo AK release	PAX8 inh HTS	ARNT TACC3 PPI	PGC1a acetyl inh	PglD inh	LGR2 inh	Statin myotox sup	GSIS activator
CN(CC(=O)Nc1c(Cl)cccc1Cl)C(=O)Cc1ccc(S(=O)(=O)N2CCOCC2)s1	-1	-5	-8	·	1	11	-8	7
COc1ccc(-c2nc3ccccc3nc2-c2ccccc2)cc1	1	0	-8	8	0	16	2	13
CCC(=O)N(C)C[C@@H]1Oc2ncc(-c3ccc(F)cc3)cc2C(=O)N([C@H](C)CO)C[C@@H]1C	-2	·	-12	3	-1	12	5	12
COc1cccc(/C=C/C(=O)OCC(=O)N2c3ccccc3CC2C)c1OC (stereo unspecified)	-11	7	-3	·	2	-6	-6	8
Cc1cc(C)cc(NC(=O)C2CCCN2S(=O)(=O)c2ccc3c(c2)n(C)c(=O)c(=O)n3C)c1 (stereo unspecified)	1	12	3	·	1	-12	11	2
Cc1cc(NC(=O)c2ccc(C(C)(C)C)cc2)no1	-3	-91	-3	·	-7	-27	-44	7
O=C(Oc1ccc(N2C(=O)CCC2=O)cc1)c1ccccc1	0	·	-2	-4	-4	·	·	·
CC1CC(OC(=O)C(O)c2ccccc2)CC(C)(C)N1C (stereo unspecified)	1&1	-12	-2&-15	-9	-6&-3	7	2	12
CCOc1ccc(/C=N/NC(N)=S)cc1	·	-24	-1	·	·	-18	·	11
COc1cccc(NC(=S)Nc2cc(C)cc(C)n2)c1	-2	-148	1	2	-2	-88	-4	-3

# 2 compounds picked at random from those above:
SMILES	Cneo AK release	PAX8 inh HTS	ARNT TACC3 PPI	PGC1a acetyl inh	PglD inh	LGR2 inh	Statin myotox sup	GSIS activator
Cc1cc(NC(=O)c2ccc(C(C)(C)C)cc2)no1	-3	-91	-3	·	-7	-27	-44	7
CN(CC(=O)Nc1c(Cl)cccc1Cl)C(=O)Cc1ccc(S(=O)(=O)N2CCOCC2)s1	-1	-5	-8	·	1	11	-8	7

# (continued)
SMILES	Cneo AK release	PAX8 inh HTS	ARNT TACC3 PPI	PGC1a acetyl inh	PglD inh	LGR2 inh	Statin myotox sup	GSIS activator
C[C@]12CC[C@H](O)CC1=CCC1C2CC[C@@]2(C)C1CC[C@@H]2NC(=O)[C@@H](N)Cc1cnc[nH]1 (stereo partly specified)	0	3	62*	12	3	-10	6	0
CCCC(=O)Nc1ccc2c(c1)C(=O)N(C)C[C@H](OC)[C@H](C)CN(Cc1cncnc1)[C@@H](C)CO2	-60	0	2	0	2	-2	-5	5
O=C(CSc1nc2ccccc2c(=O)n1Cc1ccco1)c1ccccc1	-1	·	-3	-8	0	·	27	·
Cc1ccccc1NC(=O)Cc1nc(COC(=O)c2cccc([N+](=O)[O-])c2)cs1	1	-5	15	-1	6	-7	·	18
CC(C)(C)c1ccc(OCCCC(=O)N2CCOCC2)cc1	·	-76	-3	-6	·	-9	-10	9
O=C(Nc1ccc(N2CCOCC2)c(Cl)c1)c1ccc(Cl)cc1	12	-42	-2	-7	-7	-47	-10	2
COc1ccc(-c2cn(CC[C@H]3CC[C@@H](NC(=O)NC(C)C)[C@H](CO)O3)nn2)cc1	2	-11	1	-5	1	-1	-2	-4
CCN(CC)CCCN1C=C2C(=O)C(C)(OC(=O)C3CCCC3)C(=O)C=C2C=C1c1ccsc1 (stereo unspecified)	0	13	·	6	0	9	-5	6
O=C(O)CNC(=O)/C=C/c1ccc(Cl)cc1Cl	·	-2	1	·	·	17	·	-1
COc1ccc(NC(=O)N2CCN(S(C)(=O)=O)CC2)cc1	·	-9	-5	6	·	3	·	22

# Continued.
SMILES	Cneo AK release	PAX8 inh HTS	ARNT TACC3 PPI	PGC1a acetyl inh	PglD inh	LGR2 inh	Statin myotox sup	GSIS activator
Cc1ccc(-c2ccc([C@@H]3[C@H]4CN(C(=O)Nc5ccccc5)CCCCN4[C@H]3CO)cc2)cc1	3	26	8	-4	1	10	·	-10
COc1ccc(S(=O)(=O)N[C@@H]2C=C[C@@H](CC(=O)N3CCC(Cc4ccccc4)CC3)O[C@H]2CO)cc1	95*	-1	·	-9	3	10	23	-17
Cc1cc(C)c(NC(=O)C2=COCCO2)c(C)c1	0	-30	-2	7	-7	5	-3	9
NS(=O)(=O)c1ccc(CCNC(=O)c2ccncc2)cc1	1	7	·	10	0	3	15	-8
O=C(CSc1nnc(NC(=O)c2c(F)cccc2F)s1)Nc1ccccc1F	0	-4	-2	-16	-14	-14	10	2
C[C@@H]1CN([C@H](C)CO)C(=O)c2cc(NC(=O)Nc3ccc(F)cc3)ccc2O[C@@H]1CN(C)C(=O)Nc1ccc2c(c1)OCO2	·	·	·	0	·	-8	-59	-3
N#Cc1ccc(NC(=O)COC(=O)CSc2nnc(-c3ccc(Cl)cc3)o2)cc1	·	-9	-1	-5	·	·	6	-3
Cc1nc2cc(NC(=O)C3COc4ccccc4O3)ccc2s1 (stereo unspecified)	1	-6	-1	-2	-3	·	-3	·
COc1cc(-c2nc3n(n2)C(c2ccncc2)C(C(N)=O)=C(C)N3)cc(OC)c1OC (stereo unspecified)	-1	7	0	6	7	·	·	·
COc1ccccc1NC1C=CS(=O)(=O)C1 (stereo unspecified)	-1	2	-1	4	-2	·	2	·

# 13 neighbouring records out of the list so far:
SMILES	Cneo AK release	PAX8 inh HTS	ARNT TACC3 PPI	PGC1a acetyl inh	PglD inh	LGR2 inh	Statin myotox sup	GSIS activator
CCN(CC)CCCN1C=C2C(=O)C(C)(OC(=O)C3CCCC3)C(=O)C=C2C=C1c1ccsc1 (stereo unspecified)	0	13	·	6	0	9	-5	6
O=C(O)CNC(=O)/C=C/c1ccc(Cl)cc1Cl	·	-2	1	·	·	17	·	-1
COc1ccc(NC(=O)N2CCN(S(C)(=O)=O)CC2)cc1	·	-9	-5	6	·	3	·	22
Cc1ccc(-c2ccc([C@@H]3[C@H]4CN(C(=O)Nc5ccccc5)CCCCN4[C@H]3CO)cc2)cc1	3	26	8	-4	1	10	·	-10
COc1ccc(S(=O)(=O)N[C@@H]2C=C[C@@H](CC(=O)N3CCC(Cc4ccccc4)CC3)O[C@H]2CO)cc1	95*	-1	·	-9	3	10	23	-17
Cc1cc(C)c(NC(=O)C2=COCCO2)c(C)c1	0	-30	-2	7	-7	5	-3	9
NS(=O)(=O)c1ccc(CCNC(=O)c2ccncc2)cc1	1	7	·	10	0	3	15	-8
O=C(CSc1nnc(NC(=O)c2c(F)cccc2F)s1)Nc1ccccc1F	0	-4	-2	-16	-14	-14	10	2
C[C@@H]1CN([C@H](C)CO)C(=O)c2cc(NC(=O)Nc3ccc(F)cc3)ccc2O[C@@H]1CN(C)C(=O)Nc1ccc2c(c1)OCO2	·	·	·	0	·	-8	-59	-3
N#Cc1ccc(NC(=O)COC(=O)CSc2nnc(-c3ccc(Cl)cc3)o2)cc1	·	-9	-1	-5	·	·	6	-3
Cc1nc2cc(NC(=O)C3COc4ccccc4O3)ccc2s1 (stereo unspecified)	1	-6	-1	-2	-3	·	-3	·
COc1cc(-c2nc3n(n2)C(c2ccncc2)C(C(N)=O)=C(C)N3)cc(OC)c1OC (stereo unspecified)	-1	7	0	6	7	·	·	·
COc1ccccc1NC1C=CS(=O)(=O)C1 (stereo unspecified)	-1	2	-1	4	-2	·	2	·

# New compounds follow
SMILES	Cneo AK release	PAX8 inh HTS	ARNT TACC3 PPI	PGC1a acetyl inh	PglD inh	LGR2 inh	Statin myotox sup	GSIS activator
Cc1cccc(Nc2nnc(SCC(=O)NCC3CCCO3)s2)c1 (stereo unspecified)	-1	-18	14	·	-3	0	2	·
COC(=O)c1ccc(Sc2ccccn2)c([N+](=O)[O-])c1	·	29	-4	·	·	5	·	10
CNC[C@@H]1OCCCC[C@@H](C)Oc2ccc(NS(=O)(=O)c3cn(C)cn3)cc2C(=O)N([C@@H](C)CO)C[C@@H]1C	1	-15	2	16	2	3	·	20
C[C@H]1CN([C@@H](C)CO)C(=O)c2ccccc2-c2ccccc2CO[C@@H]1CN(C)Cc1ccncc1	0	-9	-8	-6	3	37	-28	1
CCCOc1cccc(-c2nnc(NC(=O)c3ccco3)s2)c1	0	-27	10	10	-3	9	-11	7
O=C(CN(Cc1ccccc1)S(=O)(=O)c1ccccc1)N/N=C/c1ccccc1[N+](=O)[O-]	0	·	-4	-11	-4	18	1	-15
CCCn1c(=O)[nH]c(=O)c2c1nc(-c1ccc(OC(F)F)cc1)n2CCN1CCOCC1	1	·	6	8	-101	-14	5	-4
O=C(NNC(=O)C1C2C=CC(C2)C1C(=O)O)c1cc(Cl)ccc1O (stereo unspecified)	0	0	-1	-3	-4	-5	·	11
COc1ccc(C(=O)Nc2ccc3c4c(cccc24)CC3)cc1	·	·	2	86*	·	-33	·	-17
Cc1noc(C)c1NC(=O)N(C)C[C@H]1OCCCC[C@@H](C)Oc2ccc(NC(=O)CCC(F)(F)F)cc2C(=O)N([C@@H](C)CO)C[C@@H]1C	2	-1	-8	-5	-2	0	·	28

# Further records.
SMILES	Cneo AK release	PAX8 inh HTS	ARNT TACC3 PPI	PGC1a acetyl inh	PglD inh	LGR2 inh	Statin myotox sup	GSIS activator
COc1ccc(OC)c(-n2nnnc2SCC(=O)Nc2cc(C)ccc2OC)c1	0	32	-1	3	-8	·	·	·
Cc1ccccc1CC(=O)Nc1ccc(S(=O)(=O)N2CCN(C)CC2)cc1	0	-2	2	-8	-2	19	·	11
CCOc1ccc(NS(=O)(=O)c2cc3c4c(c2)C(C)C(=O)N4CCC3)cc1 (stereo unspecified)	0	-13	-1	-7	-1	16	0	·
CCOC(=O)Cn1c(C(F)(F)F)nc2nc(Cl)c(Cl)nc21	·	8	-1	·	·	1	·	-30
CC1(C)CC(=O)C(C=NCCN2CCN(CC(=O)Nc3ccccc3)CC2)=C(O)C1	5	22	-6	·	1	-8	7	·
CCOc1ccc(Oc2ccc(-c3nnc(-c4ccccc4)o3)cc2[N+](=O)[O-])cc1	7	·	·	13	3	·	9	·
O=C(COc1ccc(Cl)cc1)Nc1nnc(S(=O)(=O)N2CCCCCC2)s1	1	3	-6	-1	-3	·	77*	·
C[C@@H]1CN([C@@H](C)CO)C(=O)c2cc(NC(=O)C3CCCCC3)ccc2O[C@@H]1CN(C)Cc1ccc(C(=O)O)cc1	-5	·	1	-1	-2	3	-8	4
C[C@H]1CN([C@@H](C)CO)C(=O)c2cccc(NC(=O)Nc3ccccc3)c2O[C@H]1CN(C)C(=O)Nc1ccc(F)cc1	-2	4	8	6	-4	-5	-5	2
O=C(NCCCn1ccnc1)c1ccc(Br)c(S(=O)(=O)N2CCOCC2)c1	-1	-9	1	·	-2	·	·	·

# (listing goes on)
SMILES	Cneo AK release	PAX8 inh HTS	ARNT TACC3 PPI	PGC1a acetyl inh	PglD inh	LGR2 inh	Statin myotox sup	GSIS activator
CCc1cccc(CC)c1N1C(=O)c2cc(N3CCOCC3)c([N+](=O)[O-])cc2C1=O	0	10	12	-3	-2	10	·	-2
CC(C)(C)c1cccc(/C=N/O)c1O	0	-11	1	5	2	·	·	·
O=S(=O)(Nc1cccc(-c2ccc(N3CCOCC3)nn2)c1)c1cc(Cl)ccc1Cl	-1	-72	-2	·	0	-59	8	15
CCN(CC)CCN1C(=O)C(=O)/C(=C(/O)c2ccc(F)cc2)C1c1ccncc1 (stereo unspecified)	-1	10	1	-1	1	1	4	21
CCOC(=O)Cn1c(=O)oc2cc(S(=O)(=O)N3CCn4c3nc3ccccc34)ccc21	0	-9	-4	1	-4	-7	-3	-2
CCC(C)(C)NC(=O)C(c1cccc(OC)c1OC)N(Cc1ccccc1)C(=O)CCC(=O)Nc1cc(C)on1 (stereo unspecified)	3	14	5	4	-3	16	-3	-10
O=C(NCCO)C(=O)Nc1cc2c3c(c1)CC(=O)N3CCC2	0	-13	6	-12	1	-1	5	8
COc1ccc(N2C(=O)C3CCCN3C2c2cccc(Br)c2)cc1 (stereo unspecified)	-1	-9	-2	·	1	-21	1	10
